From PubChem
Insulin prom inh = TRM-6 insulin promoter activity inhibition. inhibition, % at 2 µM. TRM-6 cells (human fetal islet line), insulin promoter-eGFP reporter, imaging; reporter expression induced with tamoxifen. 130,000 compounds, 0.9% hits;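 active = inhibition above the mean plus 3 SD, with well images judged a real hit on visual review, cut at about 60% in these data, passing the limit was not always enough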
sdo1 growth = sdo1-depleted yeast growth rescue | S. cerevisiae sdo1-depleted JHY4D growth rescue, OD600 30 h; active compounds read high; pdr5 snq2 efflux-pump mutant strain | z-score at 10 µM | 140,000 compounds, 0.21% hits | AID 817;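 active = z-score above 3 at both the 24 hr and the 30 hr optical density reads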;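 note: z-score against mean and SD of all compound wells on the same plate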
sdo1 growth Rescue 24 h = second read-out of sdo1 growth, no call of its own (marks repeat the call); z-score; S. cerevisiae sdo1-depleted JHY4D growth rescue, OD600; measured here: growth rescue at 24 h;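 0 is the plate mean of compound wells and units are plate SD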
Numbers without * were called inactive; . = no result given. Only part of the results is shown; the hit share may differ from the screen's.

The first 3 entries, ahead of the listing:
SMILES	Insulin prom inh	sdo1 growth	sdo1 growth Rescue 24 h
COc1ccc(OC)c(S(=O)(=O)N2CCC(C(=O)N3CCN(Cc4ccccc4)CC3)CC2)c1	15.1	0.32	0.21
O=C(CCNS(=O)(=O)c1c(Cl)cccc1Cl)OCC(=O)c1ccccc1	-49.0	-0.01	0.46
O=C(CN(c1ccc(Cl)c(C(F)(F)F)c1)S(=O)(=O)c1ccccc1)N/N=C/c1cccc2c1OCCO2	.	-0.78	-0.53

Results, from the first entry:
SMILES	Insulin prom inh	sdo1 growth	sdo1 growth Rescue 24 h
COc1ccc(OC)c(S(=O)(=O)N2CCC(C(=O)N3CCN(Cc4ccccc4)CC3)CC2)c1	15.1	0.32	0.21
O=C(CCNS(=O)(=O)c1c(Cl)cccc1Cl)OCC(=O)c1ccccc1	-49.0	-0.01	0.46
O=C(CN(c1ccc(Cl)c(C(F)(F)F)c1)S(=O)(=O)c1ccccc1)N/N=C/c1cccc2c1OCCO2	.	-0.78	-0.53
O=C(CCC1N=C2c3ccccc3N=C(SCc3ccc(F)cc3)N2C1=O)NCc1ccco1 (stereo not given)	-15.8	-0.7	-1.31
CS(=O)(=O)c1ccc(S(=O)CC(=O)OCc2ccccc2)c([N+](=O)[O-])c1 (stereo not given)	-192.3	.	.
CN1CCCC(CC2Oc3ccccc3Sc3ccccc32)C1 (stereo not given)	-51.7	0.45	0.48
Cn1c(CCNC(=O)c2ccc(Cl)cc2)n[nH]c1=S	.	0.39	-0.01
COc1ccc(-n2c(N)c(Br)c(=O)[nH]c2=O)cc1	-46.1	1.11	-0.04
Cc1ccsc1/C=N/NC(=O)c1cccc(S(=O)(=O)Nc2ccccc2Cl)c1	.	0.35	0.34
CCOC(=O)c1c(NC(=O)C(F)(OC)C(F)(F)F)sc(C(=O)N2CCCCC2)c1C (stereo not given)	.	-0.54	0.01
COc1ccc(/C=C/C(=O)c2ccc3c4c(cccc24)CC3)cc1OC	16.0	0.23	0.51
Cc1cc(C(=O)NCC(=O)OCC(=O)N(C)C2CCCCC2)ccc1[N+](=O)[O-]	29.7	1.66	1.85
COc1cc(C(=O)OC(C)C(=O)NCC2CCCCC2)cc(NC(=O)c2ccco2)c1OC (stereo not given)	44.7	-0.86	-0.8
O=S(=O)(c1ccc(OCc2nc3ccccc3s2)c(Cl)c1)N1CCOCC1	.	-0.85	-0.23
CCOC(=O)c1c(NC(=O)C2C3C=CC(C3)C2(C)C(=O)O)sc2c1CCCC2 (stereo not given)	7.9	0.42	0.08
CCC(=O)Nc1ccc(C(=O)n2nc(C)cc2C)cc1	.	-0.4	-1.22
Cc1ccc(C(=O)CC2(O)C(=O)N(Cc3ccccc3)c3ccccc32)o1 (stereo not given)	-90.5	-0.7	0.31
O=C(O)CC1S/C(=N/N=C2CCCCC2)N(c2ccccc2)C1=O (stereo not given)	7.7	0.62	0.27
CCOC(=O)N1CCN(c2cc3nccnc3cc2F)CC1	25.0	0.45	0.2
Cc1cc(C)nc(NC(=O)c2ccc(Cl)cc2[N+](=O)[O-])c1	0.0	-0.36	-0.31

The final 2 records of the section before lead into the next.
SMILES	Insulin prom inh	sdo1 growth	sdo1 growth Rescue 24 h
CCOC(=O)N1CCN(c2cc3nccnc3cc2F)CC1	25.0	0.45	0.2
Cc1cc(C)nc(NC(=O)c2ccc(Cl)cc2[N+](=O)[O-])c1	0.0	-0.36	-0.31
O=C(/C=C/c1ccccc1)NNC(=O)c1cccnc1	41.7	0.01	0.18
COc1ccc(C(=O)Nc2ccc(Cl)cc2C(=O)NCc2ccco2)cc1OC	-72.7	-1.29	-0.24
CC(C)C(NC(=O)/C=C/c1cccc([N+](=O)[O-])c1)C(C)C	3.3	-0.69	-1.23
CCCCNC(=O)C1CCC(CNS(=O)(=O)c2ccc(C)cc2)CC1 (stereo not given)	8.3	.	.
CC1CC(C)CN(C(=O)CCNS(=O)(=O)c2cccs2)C1 (stereo not given)	-64.3	1.17	0.55
Cn1c(Nn2cnnc2)nc2ccccc21	-121.4	-0.14	-0.76
CCN(CC(=O)Nc1cccc(S(=O)(=O)N2CCCC2)c1)CC(=O)Nc1ccccc1OC	-80.0	.	.
Cc1nc2nc(SCC(=O)NCCCN3CCOCC3)nn2c(C)c1Cc1ccccc1	-53.9	.	.
O=c1c2ccccc2nc(SCc2cc(F)ccc2F)n1C1CCCC1	-15.4	-1.05	0.16
O=C1CCCC2=C1C(c1ccccn1)Nc1ccc(C(=O)c3ccccc3)cc1N2 (stereo not given)	-13.2	1.23	0.42
CCN(C(=O)CN1CCN(S(=O)(=O)c2cc(Cl)ccc2Cl)CC1)c1c(N)n(Cc2ccccc2)c(=O)[nH]c1=O	21.6	1.31	0.11
CN(CC(=O)NC(=O)NCc1ccco1)Cc1nc2ccccc2c(=O)[nH]1	12.3	-0.37	-0.34
CCCCC(NS(=O)(=O)c1ccc(OC)cc1)C(=O)O (stereo not given)	-12.5	-0.3	-0.98
CCN(CC)S(=O)(=O)c1ccc(NC(=O)c2ccc(N(C)S(C)(=O)=O)cc2)cc1	-109.5	0.24	0.03
COc1cccc(-n2c(CN3CCN(c4cccc(C)c4)C(C)C3)nc3ccc([N+](=O)[O-])cc3c2=O)c1 (stereo not given)	22.2	-0.63	0.05
CC1(C)Cc2ccccc2-c2nc(NCCCO)n(-c3ccccc3)c(=O)c21	-15.6	0.32	0.38
CCn1cc(C(=O)N2CCN(c3cccc(Cl)c3)CC2)c2cc(OC)c(OC)cc2c1=O	45.7	0.03	0.34
Cc1cc(C)c(S(=O)(=O)N(CC(=O)NCc2cccnc2)C2CCCCC2)c(C)c1	-71.4	-0.72	-0.55
COC(=O)c1cc(CC(=O)c2ccc(O)cc2O)c(C)o1	14.3	0.28	-0.37
CCOC(=O)C1CCN(C(=O)N(C)C)CC1	-4.5	0.39	-0.31
Cc1nnc(SCCn2c(N3CC(C)CC(C)C3)nc3c2c(=O)[nH]c(=O)n3C)s1 (stereo not given)	64.3	-0.5	-0.78
Cc1[nH]n(-c2cccc(Cl)c2)c(=O)c1-c1ccccc1	36.7	-0.85	-0.92
COc1ccccc1N1CCN(Cc2nc(N)nc(Nc3ccccc3)n2)CC1	.	0.89	-0.02
CN(C)c1ccc(N=Nc2ccccc2C(=O)OCC(=O)NCC2CCCCC2)cc1	-6.9	-0.03	0.64
CCOC(=O)c1nn(-c2cccc(C)c2)cc1C(=O)c1ccccc1	-20.0	-1.51	-1.21
O=C(COc1ccc(Cl)cc1Cl)N(Cc1ccco1)C1CCS(=O)(=O)C1 (stereo not given)	-18.2	0.47	-0.39
COCCN(CC(=O)NCc1ccccc1)C(=O)CCC(=O)Nc1nccs1	.	1.15	0.39
COc1ccc(-c2ccc(/C=C3/C(=N)N4C=CSC4=NC3=O)o2)c([N+](=O)[O-])c1	-13.3	-0.39	1.11
CCOC(=O)c1csc(NC(=O)c2ccc(OC)c(OC)c2)n1	.	-0.37	-0.4
CCOC(=O)c1sc2nc(CSc3ccccc3)[nH]c(=O)c2c1C	-107.1	.	.
CC(C)(C)c1nc(SCC(=O)NCc2cccs2)c2ccccc2n1	-33.3	.	.
COc1nc(N)nc(N2CCOCC2)n1	-125.9	0.03	-0.47
CCOC(=O)Nc1ccc(C)cc1C	-78.3	1.14	0.78
C#CCOc1ccc(/C=C2\SC(=S)N(Cc3cccnc3)C2=O)cc1	-33.3	-0.47	1.41
CCCC(=O)N1CCN(c2ccc(NC(=O)c3cc4ccccc4o3)cc2Cl)CC1	-158.6	-2.29	-1.46
CC(C)Oc1cccc(C(=O)NC(=S)Nc2ccc(Cl)c(C(=O)O)c2)c1	34.6	0.41	-0.16
COc1cc(CNc2nc3ccccc3[nH]2)cc(OC)c1OC	18.8	-0.28	-1.06
NC(=O)c1c(NC(=O)c2ccc(S(=O)(=O)N3CCOCC3)cc2)sc2c1CCCCC2	.	-0.96	-0.45
COc1ccc(CN(C)CC(=O)Nc2cc3oc4ccccc4c3cc2OC)c(OC)c1	0.0	-0.32	0.16
O=C(CSc1nnc(C2CCCCC2)o1)N1CCCCC1	.	0.51	0.57

Some of the entries above, reformatted:
Molecule | Insulin prom inh | sdo1 growth | sdo1 growth Rescue 24 h
CCOC(=O)c1c(NC(=O)C2C3C=CC(C3)C2(C)C(=O)O)sc2c1CCCC2 (stereo not given) | 7.9 | 0.42 | 0.08
C#CCOc1ccc(/C=C2\SC(=S)N(Cc3cccnc3)C2=O)cc1 | -33.3 | -0.47 | 1.41
CCOC(=O)c1c(NC(=O)C(F)(OC)C(F)(F)F)sc(C(=O)N2CCCCC2)c1C (stereo not given) | . | -0.54 | 0.01
CN(C)c1ccc(N=Nc2ccccc2C(=O)OCC(=O)NCC2CCCCC2)cc1 | -6.9 | -0.03 | 0.64

The list continues:
SMILES	Insulin prom inh	sdo1 growth	sdo1 growth Rescue 24 h
O=C(Nc1ccc2c(c1)nc1n2CCN(Cc2ccccc2)C1)NC1CCCCC1	-53.9	0.14	-0.26
Cc1cccn2cc(-c3ccc(S(=O)(=O)N4CCOCC4)cc3)nc12	.	-0.42	-0.15
O=C(NCc1ccco1)c1sc2cccc(F)c2c1Cl	-38.5	-1.2	-0.32
Nn1c(SCC(=O)NC(=O)NCc2ccccc2)nnc1C1CC1	-18.2	1.35	1.67
Cc1cccc(NC(=O)C2CCCN(S(=O)(=O)c3c(C)nn(C)c3C)C2)n1 (stereo not given)	.	0.48	-0.27
CC(C)CCn1c(Oc2ccccc2Cl)nc2c1c(=O)n(C)c(=O)n2C	10.3	0.94	1.73
CCCCCCNC(=O)C(C#N)c1nc2ccccc2nc1N1CCOCC1 (stereo not given)	.	-0.9	0.86
Cc1ccccc1OCCCC(=O)Nc1nccs1	-20.7	-0.34	-0.21
Cc1ccc(C(=O)Nc2cccc(N(C)S(C)(=O)=O)c2)cc1S(=O)(=O)Nc1ccccc1	.	0.46	-0.13
COc1ccc(CCNC(=O)CSc2nc(N)c(C#N)c(-c3cccs3)c2C#N)cc1OC	.	-0.59	-0.84
CCN(CCNC(=O)C1CCN(S(=O)(=O)CC)CC1)c1ccccc1	20.0	0.53	-0.33
O=C(NC1CC1)C1CCC(=O)N1C1CCCC1 (stereo not given)	0.2	1.36	0.8
O=C(c1ccco1)n1nc(-c2ccccc2)nc1NCc1ccco1	-20.0	-1.21	-0.02
CN1C(=O)SC(Nc2ccc(F)cc2)C1=O (stereo not given)	.	-0.99	-0.83
Cc1cc(C(=O)CCl)c(C)n1-c1cccc(S(=O)(=O)N2CCOCC2)c1	35.0	.	.
Cc1cc(/C=N/NC(=O)c2ccc(O)cc2)c(C)n1C1CC1	26.3	.	.
COc1cccc(-n2c(Cn3nc(C(F)F)cc3C(F)F)n[nH]c2=S)c1	19.2	0.21	0.37
Cc1nnc(SCC(=O)NNC(=O)c2ccc(Cl)cc2)n1CC1CCCO1 (stereo not given)	33.3	.	.
Cc1cccc(NC(=S)NNC(=O)c2sccc2C)c1	40.0	0.16	0.7
CC(=O)Nc1ccc(OC(F)(F)C(F)C(F)(F)F)c(NC(C)=O)c1 (stereo not given)	.	1.41	2.17
CC(NC(=O)Nc1ccc(O)cc1)(C(F)(F)F)C(F)(F)F	44.0	-0.17	-0.42
CSc1ccc(C(=S)N2CCN(CCO)CC2)cc1	-174.3	0.19	0
Cc1cc(C)nc(NC2=NCC(=O)N2c2ccc(Cl)cc2)n1	.	1.32	1.83
Cc1ccc(-c2noc(CN3CCN(C(c4ccccc4)c4ccccc4)CC3)n2)cc1	20.6	-0.63	0.52
CC(=O)Nc1ccc(S(=O)(=O)NCC2CCC(C(=O)N3CCCCCC3)CC2)cc1 (stereo not given)	-21.4	0.32	0.27
CC(C)c1ccc(-n2cccc2/C=C2/C(=N)N3C=CSC3=NC2=O)cc1	13.9	-1.77	-1.41
COc1ccc(S(=O)(=O)Nc2ccccc2-c2nnn(CC(=O)Nc3ccccc3OC)n2)cc1	3.7	0.4	0.85
CC(/C=C/c1ccco1)=N/NC(=O)OC(C)(C)C	-57.1	-0.22	-1.84
CN(Cc1cc2ccccc2[nH]c1=O)S(C)(=O)=O	-75.0	2.03	-0.02
Cc1ccc(-c2csc3nc(SCC(=O)N(C)C)n(Cc4ccccc4)c(=O)c23)cc1	.	-0.73	-0.21
O=C(O)C1C2C=CC(O2)C1C(=O)NC1CCCc2ccccc21 (stereo not given)	-54.5	-0.71	-0.81
O=C(CSc1nnc(-c2ccco2)o1)c1ccccc1Cl	0.0	.	.
O=C1N2CCSC2=NC1(Nc1ccccn1)C(F)(F)F (stereo not given)	.	0.42	0.55
O=C1c2ccccc2C(=O)C12OC(c1ccccc1)C1(C(=O)c3ccccc3C1=O)C2c1cccc([N+](=O)[O-])c1 (stereo not given)	52.4	0.06	-0.71
CC(C)CC(=O)Nc1ncnc2c1C(=O)CC(C)(C)C2	-17.9	0.5	0.23
CC(C)NC(=O)c1ccc2c(=O)n(CC3CCCO3)c(=S)[nH]c2c1 (stereo not given)	20.0	.	.
O=C(CN1CCN(c2ccccn2)CC1)Nc1ccc2ccccc2c1	.	-0.38	-0.12
CC(=O)Nc1ccc(N2CCOCC2)c(C(=O)Nc2cccc(C)c2)c1	61.5	0.06	-0.12
CCCNS(=O)(=O)c1ccc(OCC(=O)Nc2ccc3c(c2)OCCO3)cc1	-21.4	-0.54	-0.94
O=C(Cn1cnc2ccccc21)NCCCN1CCOCC1	-21.6	-0.64	-0.82
O=C(COC(=O)CCCOc1ccc(Cl)cc1Cl)Nc1cccc(Cl)c1	-160.0	-1.13	-1.04
O=C(c1ccccc1)N1CCN(C2CC3CCC2C3)CC1 (stereo not given)	-57.1	1.09	-0.03
Cc1nc(CS(=O)(=O)c2ccccc2)cc(N2CCOCC2)n1	-24.1	12*	5.24*
Cc1ccc(N(CC(=O)NCc2ccc(F)cc2)S(=O)(=O)c2cccs2)cc1	-50.0	-0.83	-0.29
COc1ccccc1N1CCN(C(c2ccccc2)c2nnnn2CCc2ccccc2)CC1 (stereo not given)	-18.8	-1.24	0.38
COc1cc(/C=N/NC(=O)CNc2n[nH]c(=O)[nH]c2=O)ccc1O	22.2	0.2	-0.3
